Screening data (PubChem BioAssay)
IDE inh: inhibits human insulin-degrading enzyme in HEK cells. FAbetaB cleavage, fluorescence polarization. inhibition, % at 5.59 µM. P14735. hit rate 0.41% among 320,000;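 active = percent inhibition above the average of all tested compounds plus 3 SD, set per screening campaign, cut at about 16% in these data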;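 note: IDE supplied by intact live HEK cells; FP after avidin binding of uncleaved biotin substrate so inhibition keeps polarization high; 0% = DMSO wells and 100% = 60 µM reference IDE inhibitor Ii1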
IDE act: IDE (human) activation, cell-based; P14735; HEK cells, FAbeta-B cleavage, fluorescence polarization; 0% vehicle, 100% cell-free pure enzyme wells; activation, % at 5.96 µM; hit rate 0.073% among 340,000;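 active = activation above the mean of all tested compounds plus 3 SD, set per screening campaign, cut at about 17% in these data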
UBC9 SUMO inh: SUMOylation inhibition. hit rate 0.36% among 290,000. P63279. HTRF SUMOylation assay, SAE1/SAE2 + UBC9, in vitro. inhibition, % at 35 µM. AID 2006; in the data active = inhibition above about 50%, passing the limit was not always enough; note: strong numbers were not always called active
Target sequence (P63279 whole entry, looked up): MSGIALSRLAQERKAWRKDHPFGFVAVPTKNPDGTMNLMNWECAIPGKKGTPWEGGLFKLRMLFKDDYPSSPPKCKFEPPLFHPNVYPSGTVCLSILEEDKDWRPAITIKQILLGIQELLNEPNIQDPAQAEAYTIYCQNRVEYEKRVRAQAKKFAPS
IMP-1 inh: inhibitors of Pseudomonas aeruginosa IMP-1 metallo-beta-lactamase. purified IMP-1, nitrocefin hydrolysis, epi-absorbance fluorescence. inhibition, % at 5.6 µM. hit rate 0.45% among 290,000. AID 1556;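 active = inhibition above the mean plus 3 SD of all compounds in the same screening run, cut at about 4.5% in these data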;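 note: 0% = IMP-1 with DMSO and 100% = DMSO wells lacking enzyme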
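Material – recombinant IMP-1 enzyme, purified · Amount – IMP-1 0.2 nM before substrate addition · Medium – HEPES buffer pH 7.1 with ZnSO4 and Brij 35 · Timing – 25 °C, 15 min preincubation, 25 min reaction · Measured by – plate fluorescence quenching by hydrolysis product, ex 480/em 530 nm · Read-out – percent enzyme inhibition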
VIM-2 inh: blocks Pseudomonas aeruginosa VIM-2 metallo-beta-lactamase; AID 1527; inhibition, % at 5.6 µM; purified VIM-2, nitrocefin hydrolysis, epi-absorbance fluorescence; hit rate 0.89% among 290,000;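 active = inhibition above the mean of all tested compounds plus 3 SD, cutoff set per screening run, cut at about 7.5% in these data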;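 note: red hydrolysis product quenches plate fluorescence so inhibitors raise well fluorescence; 0% = enzyme with DMSO and 100% = DMSO without enzyme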
p-CIP stab down: compounds decreasing mouse p/CIP protein stability. Q05BA5. F442A p/CIP-EGFP cells, EGFP fluorescence, 16 h. decrease of EGFP signal, % at 10 µM. hit rate 0.01% among 290,000;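 active = EGFP signal decrease of at least 30% at 10 µM or well 3 SD below plate mean, unless failing retest; inactive = the rest, including hits failing retest or dose response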; note: some compounds called inactive have numbers as strong as hits; many of its hits are not listed in these tables
CRFBP-R2 block: blocks CRF-induced signaling of the CRF-BP/CRF-R2 complex. inhibition, % at 11.8 µM. HEK293 CRF-R2/CRF-BP, CRF-induced calcium fluorescence. hit rate 0.59% among 350,000. AID 588475;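 active = inhibition of the ligand-induced calcium signal above about 50% at the single tested concentration, limit read from the data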
HCV NS3 hel inh: inhibitors of Hepatitis C virus NS3 helicase; NS3 helicase DNA unwinding, Cy5 molecular beacon fluorescence; inhibition, % at 10.9 µM; hit rate 0.56% among 290,000;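 active = inhibition above the mean of all tested compounds plus 3 SD, set per campaign, cut at about 35% in these data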;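 note: 0% = DMSO wells and 100% = thioflavine S control wells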
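Material: hepatitis C virus NS3 helicase domain fragment enzyme; measured by: Cy5 fluorescence, 0 and 60 min reads; control set: DMSO and thioflavine S; incubation: 60 min unwinding reaction at 25 °C after ATP addition; read-out basis: % inhibition from 60/0 min fluorescence ratio, DMSO 0%, thioflavine S 100%; repeats: singlicate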
GalR3 antag: blocks the human galanin receptor 3. HEK293 GalR3-CNG cAMP membrane potential fluorescence; galR3 body fused to GalR1 C-terminus. inhibition, % at 3 µM. hit rate 0.44% among 360,000. AID 651719;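 active = inhibition above the screen-wide average plus 3 SD, cut at about 13% in these data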;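 note: forskolin and galanin both at EC90 stimulate the cells; cAMP rise reported by CNG channel membrane potential dye signal; 0% = forskolin plus galanin with DMSO and 100% = forskolin alone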
Target sequence (O60755 1-299 limits assumed): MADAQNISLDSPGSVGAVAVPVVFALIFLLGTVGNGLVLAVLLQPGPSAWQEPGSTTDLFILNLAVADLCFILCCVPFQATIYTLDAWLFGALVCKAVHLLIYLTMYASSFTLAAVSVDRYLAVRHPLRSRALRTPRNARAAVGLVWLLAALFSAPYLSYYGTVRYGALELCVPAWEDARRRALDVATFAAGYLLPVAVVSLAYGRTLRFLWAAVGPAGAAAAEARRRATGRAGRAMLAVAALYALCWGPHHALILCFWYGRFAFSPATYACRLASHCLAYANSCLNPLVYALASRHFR
* marks the source's active call; other numbers are inactive results; . = not tested or not shown.

SMILES | IDE inh | IDE act | UBC9 SUMO inh | IMP-1 inh | VIM-2 inh | p-CIP stab down | CRFBP-R2 block | HCV NS3 hel inh | GalR3 antag
CCCC[n+]1c(C)sc2cc(OC)ccc21 | 18.0* | -1.5 | -14.3 | -1.6 | -3.7 | 6.3 | -20.0 | 1.2 | -7.5
CCN(CC)CCn1c(=S)[nH]c2cc3c(cc2c1=O)OCO3 | 3.1 | -4.7 | 1.4 | -3.1 | -3.0 | 11.1 | -20.3 | -0.5 | -2.2
CN1C(=O)NC(c2ccccc2[N+](=O)[O-])C2=C1CCCC2=O (stereo unspecified) | -1.1 | 6.0 | 7.8 | -0.7 | 4.3 | 0.6 | 1.2 | 2.6 | -10.1
CC(=O)c1cccc(NC(=O)CCS(=O)(=O)c2cc3c(cc2C)NC(=O)CO3)c1 | -0.4 | -1.6 | 5.6 | 0.9 | 1.0 | 0.9 | -2.9 | 23.9 | -6.3
COc1ccc(-n2c(=S)[nH]c3cc(C(=O)NCCCN4CCOCC4)ccc3c2=O)cc1 | 5.3 | 0.3 | 6.4 | -2.2 | -3.5 | 6.5 | 6.2 | 3.7 | -6.9
COCC(=O)N1CCCN(c2nc3c(C)cccc3cc2C#N)CC1 | 3.4 | 6.4 | 4.7 | -4.6 | -1.8 | 32.8 | -6.4 | -1.7 | -3.8
CCC1Oc2ccc(C)cc2N(CC(=O)NCCc2ccc(OC)c(OC)c2)C1=O (stereo unspecified) | 4.6 | 8.7 | . | -0.4 | -2.8 | . | 5.2 | -7.1 | 4.3
CCc1ccc(CNC(=O)CCc2nc(-c3cccs3)no2)cc1 | -2.4 | -0.1 | 9.3 | -6.4 | -1.3 | -4.2 | -7.7 | 16.4 | 2.2
CCOC(=O)c1cc(CC)sc1NC(=O)CN1CCN(C(=O)C2CCCO2)CC1 (stereo unspecified) | 0.1 | 3.5 | 10.3 | -0.7 | 0.1 | -4.9 | -1.5 | 0.2 | -1.5
Cc1nc2nc(SCC(=O)c3ccc([N+](=O)[O-])cc3)[nH]c2cc1Br | 8.1 | -7.9 | 20.4 | -0.6 | -1.5 | -1.7 | 13.7 | 3.0 | -0.5
Cc1ccc2cc(C#N)c(N3CCCN(S(=O)(=O)c4ccccc4)CC3)nc2c1C | -2.0 | 6.8 | . | -1.2 | -0.1 | . | 1.2 | -5.6 | -1.9
O=C(CNC(=O)c1cccs1)Nc1ccc(N2CCOCC2)cc1 | 1.9 | 0.1 | . | . | . | . | 4.5 | . | -2.6
Cn1cc(Br)c(C(=O)NNC(=O)c2ccc(Br)cc2)n1 | -1.0 | -1.3 | 8.6 | -4.0 | -6.1 | -3.5 | -8.8 | -8.4 | -1.4
COc1ccc(CCNC(=O)C(=O)NCC2OCCN2C(=O)c2ccc(Cl)cc2)cc1OC (stereo unspecified) | 3.7 | -0.6 | -3.4 | -0.5 | -0.2 | 15.6 | 9.5 | -2.2 | -4.4
COc1ccc(Cn2ccnc2SCC(=O)Nc2ccccc2F)cc1 | 5.8 | 0.1 | 8.3 | -1.1 | -1.9 | -17.2 | 18.4 | -9.2 | -1.4
Cc1cc(C)c2nc(NCc3ccccc3O)sc2c1 | -1.4 | 1.0 | 4.4 | -0.7 | -0.1 | -8.6 | 14.8 | -7.6 | -2.1
O=C(Cn1ccc2ccccc2c1=O)NCCC(=O)N1CCN(c2cccc(Cl)c2)CC1 | 6.1 | -2.1 | 11.7 | -1.2 | -1.3 | 3.5 | -6.4 | 8.9 | -4.7
Cc1cccc(NS(=O)(=O)c2cccc(C(=O)NCC3(N4CCCCC4)CCCCC3)c2)c1 | -4.3 | 3.6 | . | . | . | . | 3.1 | . | 3.3
Cc1ccc(S(=O)(=O)N2CC(O)C[C@H]2C(=O)OCC(=O)c2ccccc2)cc1 (stereo partly specified) | 0.0 | 2.9 | 15.8 | -3.8 | -2.1 | -3.8 | -6.3 | -0.2 | 3.5
Cc1ccc(S(=O)(=O)Nc2cccc(-c3ccc(N4CCCCCC4)nn3)c2)cc1C | 1.1 | -0.3 | -0.7 | -0.9 | -0.9 | -4.0 | 4.0 | -9.9 | 0.2
Cc1ccc(C(C)NC(=O)c2cccs2)cc1C (stereo unspecified) | 0.3 | -1.6 | . | . | . | . | 0.9 | . | -4.2
COc1ccc(OCc2cc(C(=O)N3C[C@H]4CC[C@H]3C4)no2)c(Cl)c1 | 8.5 | -2.5 | -1.7 | -2.1 | -0.2 | 2.2 | -12.5 | -3.0 | -1.2
Cn1nccc1C(=O)N1CCN(c2ccc(F)cc2)CC1 | -3.1 | 4.8 | 12.6 | -0.8 | -2.6 | -15.7 | -8.5 | 3.3 | -5.0
COc1ccc(/C=C/C(=O)C2CC2)cc1COc1c(C)cccc1C | -8.1 | -1.8 | -21.1 | -2.3 | -1.0 | -7.3 | 2.7 | -0.1 | -7.5
CCOC(=O)c1oc2ccccc2c1NC(=O)COc1cccc(OC)c1 | 6.9 | -0.1 | 1.8 | -3.0 | -1.6 | 6.3 | 19.0 | 2.5 | -6.7
CCOC(=O)C1CCCN(c2c(C(=O)c3ccccc3)cnc3ccc(OC)cc23)C1 (stereo unspecified) | 5.8 | 6.4 | -7.6 | -0.1 | 2.2 | 1.8 | -3.2 | -17.5 | 0.6
O=C(Oc1ccc(-c2cnc3ccccc3n2)cc1)c1ccc(Br)o1 | -2.1 | 0.1 | 11.6 | -1.5 | -3.7 | 3.5 | 1.5 | 6.0 | 1.0
CCCCNc1ccc(S(=O)(=O)c2cccc([N+](=O)[O-])c2)cc1[N+](=O)[O-] | 3.2 | 0.4 | -2.7 | -2.7 | -1.0 | -2.7 | 4.1 | -8.5 | -3.4
O=C(O)c1cc(Cl)c(Cl)cc1C(=O)N1CCCC1 | 0.1 | 1.7 | 7.3 | -2.6 | -4.0 | -12.7 | -1.6 | 1.8 | -4.5
CCOc1ccc(-c2c(C#N)c(N)nc3sc(C(=O)c4ccccc4)c(N)c23)cc1 | -0.4 | -3.6 | 20.2 | -0.5 | 1.9 | -23.4 | -48.5 | -4.3 | -5.9
CCn1c(=N)n(CC(O)c2ccco2)c2ccccc21 (stereo unspecified) | 2.6 | 0.0 | 22.9 | 0.0 | -0.3 | -6.9 | -4.7 | -0.4 | -5.7
CC(=O)Oc1cc2oc(=O)c3c(c2cc1Cl)CCC3 | 5.3 | -0.7 | 9.4 | -4.9 | 9.7* | -1.0 | 9.9 | 10.4 | -10.1
Cc1ccc(N(CC(=O)N/N=C/c2ccc(OC3CSC3)cc2)S(=O)(=O)c2ccccc2)cc1 | 0.8 | 3.7 | -5.6 | -3.3 | 0.0 | 4.6 | -5.7 | -3.1 | -6.8
Cc1ccnc(N2CCC(C(=O)Nc3ccc(Oc4ccccc4)cc3)CC2)n1 | 8.3 | 2.7 | 26.5 | -2.5 | -4.0 | -2.5 | 17.0 | -0.4 | -4.1
CCOc1cc(CNCCCN2CCOCC2)cc(Cl)c1OCC(=O)NC(C)(C)C | -5.8 | 0.9 | 14.2 | -0.9 | -0.3 | -18.1 | -0.1 | -7.7 | -6.1
COc1ccc(/C=C/C(=O)Nc2ccccc2C(=O)O)cc1 | 4.3 | -4.6 | 14.6 | -0.3 | -1.9 | -14.1 | -5.1 | 8.6 | -4.8
O=C(NCCc1c[nH]c2ccccc12)C1CCC(Cn2c(=S)[nH]c3ccccc3c2=O)CC1 (stereo unspecified) | 1.6 | -1.8 | -14.2 | -4.8 | -5.5 | 6.4 | -18.3 | -24.7 | -3.7
CC(=NC(C)C)C1=C(O)CCC1=O | 8.0 | 3.0 | -2.8 | -3.0 | -0.6 | -4.0 | -3.0 | 12.8 | 1.2
O=C(O)CCSC(=S)N1CCOCC1 | 2.8 | -1.8 | 8.1 | -2.4 | -2.0 | 0.5 | 1.4 | -13.1 | -3.3
N#CC1=C(N)Oc2cc3ccccc3cc2C1c1cccs1 (stereo unspecified) | 0.2 | -3.3 | 17.1 | -2.1 | 0.3 | -7.8 | -9.9 | -14.2 | -5.2
O=C(CN1CCCC1)N1CCCc2ccccc21 | -0.4 | -2.5 | 3.8 | -3.4 | -3.1 | -2.6 | 11.9 | -1.7 | -7.0
Cc1ccc(S(=O)(=O)Nc2ccc(C(N)=O)cc2)cc1[N+](=O)[O-] | -0.6 | 4.7 | 2.0 | -2.3 | -7.8 | -4.0 | 1.0 | -2.0 | -8.5
COc1cccc(CNC(=O)c2cccc(S(=O)(=O)N3CCN(C)CC3)c2)c1 | -2.7 | 0.8 | 8.8 | -2.1 | -0.4 | -26.9 | 6.7 | 6.0 | -0.8
CC(=O)NCCC(=O)Nc1cc(S(=O)(=O)N2CCOCC2)ccc1N1CCCC1 | 2.8 | -3.0 | . | . | . | . | 2.4 | . | -3.1
Cc1cccc(NC(=O)/C(C#N)=C/c2ccc[nH]2)c1C | . | 0.9 | 1.5 | -2.3 | -1.8 | -11.0 | 3.5 | -5.1 | -0.7
COC(=O)c1c(NC(=O)c2ccccc2C(=O)O)sc2c1CCC2 | -6.0 | -0.8 | 5.9 | 0.2 | 2.0 | -17.7 | 13.7 | 8.3 | -10.4
CCOc1ccccc1N(CC(=O)NC1CCCCC1)C(=O)CCC(=O)Nc1cc(C)ccn1 | -1.0 | 4.6 | 12.3 | -4.1 | -1.7 | -7.9 | -18.7 | -5.8 | -8.2
O=C(NCc1ccco1)c1cccn2c(=O)c3c4c(sc3nc12)CCCC4 | -3.5 | 1.5 | 0.2 | 1.9 | 2.8 | 2.5 | 17.1 | 4.9 | -1.5
COc1ccc(NC(=O)NNC(=O)COc2ccc3cc(Br)ccc3c2)c(OC)c1 | -1.6 | -1.1 | 19.4 | -4.5 | -1.1 | -1.2 | 15.3 | -19.1 | 1.9
COc1cc(/C=C/CN2CCN(Cc3ccc(C)o3)C(CCO)C2)ccc1O (stereo unspecified) | -6.9 | 0.0 | 23.6 | -1.6 | -1.4 | -9.1 | -2.0 | 2.7 | -7.2
CN(C(=O)CCc1nc2ccccc2s1)c1ccccc1 | -1.1 | -6.0 | -1.1 | -3.1 | -7.0 | -7.3 | 12.2 | 2.0 | -2.8
COc1ccc(N/C=C2\C(=O)CCc3c2oc2cc(Cl)c(O)c(Cl)c32)cc1 | 4.5 | -0.2 | 37.6 | 0.5 | 3.2 | -6.4 | 9.4 | 14.1 | -9.5

Printed as active in VIM-2 inh, of those listed so far:
SMILES | IDE inh | IDE act | UBC9 SUMO inh | IMP-1 inh | VIM-2 inh | p-CIP stab down | CRFBP-R2 block | HCV NS3 hel inh | GalR3 antag
CC(=O)Oc1cc2oc(=O)c3c(c2cc1Cl)CCC3 | 5.3 | -0.7 | 9.4 | -4.9 | 9.7* | -1.0 | 9.9 | 10.4 | -10.1
